TEAD-YAP block = TEAD-YAP interaction inhibition; 640,000 compounds, 1.4% hits; HEK-TIYL cells, TEAD-Gal4/YAP UAS-luciferase luminescence; inhibition, % at 9.12 µM; in the data active = inhibition above about 32%;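 also: 0% = median of test compound wells and 100% = reference inhibitor wells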
FBW7 activator = human FBW7 E3 ligase activation, primary screen; normalized activity (activation), % at 26.1 µM; 650,000 compounds, 0.13% hits; AID 1259310; AlphaScreen FBW7–phospho-cyclin E peptide binding, activator screen; Q969H0; in the data active = normalized activity above about 1.9%;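 also: purified mutant Fbw7 with reduced substrate affinity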
MITF inh = inhibitors of human MITF | O75030 | AlphaScreen MITF homodimerization, bead proximity signal | inhibition, % at 2.6 µM | 650,000 compounds, 0.91% hits; in the data active = inhibition above about 50%;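 also: 0% = vehicle wells with protein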
Target sequence (O75030 whole entry, looked up): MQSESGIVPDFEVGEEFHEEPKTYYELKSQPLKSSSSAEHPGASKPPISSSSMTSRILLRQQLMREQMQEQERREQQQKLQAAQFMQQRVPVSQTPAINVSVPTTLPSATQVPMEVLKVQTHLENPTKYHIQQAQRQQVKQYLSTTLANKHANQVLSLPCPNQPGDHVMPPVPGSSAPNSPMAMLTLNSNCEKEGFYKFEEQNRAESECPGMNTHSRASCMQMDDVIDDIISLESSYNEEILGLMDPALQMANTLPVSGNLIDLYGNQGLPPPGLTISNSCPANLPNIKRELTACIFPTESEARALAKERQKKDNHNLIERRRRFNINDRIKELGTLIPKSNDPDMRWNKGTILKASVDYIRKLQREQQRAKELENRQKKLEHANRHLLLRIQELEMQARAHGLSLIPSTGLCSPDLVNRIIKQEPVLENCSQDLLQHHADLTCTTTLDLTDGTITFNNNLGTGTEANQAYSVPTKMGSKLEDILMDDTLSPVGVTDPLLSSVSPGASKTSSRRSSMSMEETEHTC
GPR151 activ = activates the human receptor GPR151; 650,000 compounds, 1% hits; AID 1508602; Q8TDV0; PathHunter beta-arrestin GPR151 cells, luminescence; activation, % at 11.2 µM; in the data active = activation above about 4.9%;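 also: 0% = median of compound wells and 100% = cells with positive control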
Target sequence (Q8TDV0 whole entry, looked up): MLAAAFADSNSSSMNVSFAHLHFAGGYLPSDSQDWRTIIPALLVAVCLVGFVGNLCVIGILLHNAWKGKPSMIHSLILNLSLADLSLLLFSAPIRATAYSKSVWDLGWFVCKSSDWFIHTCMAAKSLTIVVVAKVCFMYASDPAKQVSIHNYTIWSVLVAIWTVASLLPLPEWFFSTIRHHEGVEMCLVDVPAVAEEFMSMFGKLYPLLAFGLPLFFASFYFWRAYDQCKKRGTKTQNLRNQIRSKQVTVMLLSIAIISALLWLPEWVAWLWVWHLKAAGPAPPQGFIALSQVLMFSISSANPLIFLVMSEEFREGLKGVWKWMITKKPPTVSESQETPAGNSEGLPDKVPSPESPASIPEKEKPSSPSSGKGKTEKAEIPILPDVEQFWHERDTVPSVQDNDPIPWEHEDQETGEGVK
Numbers without * were called inactive.

entry	Compound	TEAD-YAP block	FBW7 activator	MITF inh	GPR151 activ
1	CCOC(=O)C1=C(C)N=c2s/c(=C\c3cccc(OCC(=O)O)c3)c(=O)n2C1c1ccccc1 (centres undefined)	4	0.4	13	-0.1
2	N#Cc1c(-c2ccccc2Cl)c(C#N)c2nc3ccccc3n2c1N	30	0.3	20	-1.1
3	OCCC1CN(Cc2cccn2-c2nccs2)CCN1C1CCCCC1 (centres undefined)	3	0.0	7	-0.9
4	CC(C)OC(=O)CSC1=C(C#N)C(c2ccccc2Cl)CC(=O)N1 (centres undefined)	7	-0.1	3	1.7
5	CCC(C(=O)NCc1ccco1)n1c(C)c2cnn(-c3ccccc3)c(=O)c2c1C (centres undefined)	9	0.6	7	0.0
6	Cc1cccc(NCc2cn3ccccc3n2)c1	-43	0.0	0	-2.3
7	Cn1c2c(c3cc(C4CCCCC4)ccc31)CCCC2=O	-2	0.0	3	1.9
8	O=C(O)CCC(=O)Nc1ccccc1Br	-5	0.0	13	1.2
9	Cc1ccc(/C=C/C(=O)Nc2ncc(Cc3cccc(Cl)c3)s2)cc1	-9	0.2	-3	0.0
10	Cc1c(C(=O)N2CCOCC2)sc2ncnc(N3CCC(C)CC3)c12	-4	0.3	-6	2.1
11	CCOc1ccc(S(=O)(=O)Nc2ccc(Br)c(C)c2)cc1	2	0.0	3	0.0
12	c1ccc(-c2nc(N3CCCCCC3)c3ccccc3n2)cc1	14	0.1	0	-0.2
13	COc1ccc(NC(=O)CSC2=NC(=O)CC(C)=N2)cc1	0	-0.1	12	1.7
14	COc1ccc(/C=N/NC(=O)c2ccncc2)cc1[N+](=O)[O-]	-3	-0.1	8	0.8
15	Cc1cccc(Nc2nnc(SCC(=O)c3cc(C)n(CC4CCCO4)c3C)s2)c1 (centres undefined)	0	-0.1	9	0.0
16	CCOCCCn1c(SCC(=O)NCCc2ccccc2)nc2ccccc2c1=O	2	0.0	11	0.3
17	Cc1cc(C)nc(CNC(=O)c2cc(COc3c(F)cccc3F)on2)n1	-35	0.0	2	-0.2
18	CC(C)N(C(=O)Cn1c2ccc(Br)cc2c2nc3ccccc3nc21)c1ccccc1	1	0.1	3	-0.2
19	Cc1ccc(C(=O)N2CCN(c3ccc(F)cc3)CC2)cc1[N+](=O)[O-]	1	-0.1	-2	-0.3
20	Cc1nnc(N2C(=O)C(=O)/C(=C(/O)c3ccc(F)cc3)C2c2ccc(F)cc2)s1 (centres undefined)	2	0.6	23	-1.6
21	Cc1nnc(SCC(=O)NNC(=O)COc2ccc(Br)cc2)n1C	10	-0.2	-5	2.9
22	Cc1cc2nc(-c3cccc(NC(=O)c4ccccc4[N+](=O)[O-])c3)oc2cc1C	-21	0.0	-6	0.4
23	O=C(c1cccc(Cl)c1)N1CCN(c2nc3ccccc3s2)CC1	9	0.2	6	-0.6
24	O=C(c1ccc([N+](=O)[O-])cc1Cl)N1CCN(Cc2ccccc2)CC1	7	-0.1	-3	-0.2
25	COc1ccccc1C1CC(c2ccc(I)cc2)Nc2ncnn21 (centres undefined)	-2	-0.1	-1	-1.0
26	Cc1ccc(C(=O)NN=C2CCCCC2)cc1	-44	0.0	9	-0.1
27	COc1cc(OC)c(OC)cc1/C=C1\N=C(c2cccc([N+](=O)[O-])c2C)OC1=O	-3	0.0	12	1.1
28	COc1ccc(N2C(=O)C3C(C2=O)C2(C)C=CC3(C)O2)cc1 (centres undefined)	11	-0.2	-20	1.5
29	CCC(=O)N(CCOC)Cc1cc2cc(C)c(C)cc2nc1Cl	5	0.1	7	1.0
30	COCCn1nnnc1CN(CCc1ccccc1)Cc1cc2ccc(OC)cc2[nH]c1=O	0	-0.1	14	-1.0
31	Cc1[nH]n(-c2cccc(Cl)c2)c(=O)c1C=Nc1cc([N+](=O)[O-])ccc1Cl	0	-0.1	-2	0.0
32	Cc1ccc(-c2csc(NC(=O)COc3cc(C)ccc3C(C)C)n2)cc1	1	-0.3	36	1.9
33	Oc1oc(-c2ccc(Br)cc2)nc1C=Nc1ccccc1Cl	-2	0.0	-1	-0.4
34	O=C(Cc1ccc([N+](=O)[O-])cc1)Nc1cccc(Cl)c1	-4	-0.1	13	-0.5
35	Cc1ccc(N2C(=O)c3ccc(Oc4ccc5c(c4)C(=O)N(c4ccc(C)cc4)C5=O)cc3C2=O)cc1	-1	-0.1	3	0.6
36	Nc1nnc(SCc2nc3ccccc3c(=O)[nH]2)s1	-7	0.0	-12	0.8
37	Cc1ccc(CNC(=O)CNC(=O)c2ccco2)cc1	-6	-0.1	-9	-0.5
38	COC(=O)C(C(F)(F)F)C(F)(F)Sc1cc2c(cc1O)OCO2 (centres undefined)	-5	-0.1	-1	0.8
39	CCOC(=O)/C(C#N)=C\c1cn(CCC#N)nc1-c1ccc(Br)cc1	-3	-0.1	-3	-0.5
40	Cn1c(O)c(C=NCC(=O)NC(Cc2c[nH]c3ccccc23)C(=O)O)c(=O)n(C)c1=O (centres undefined)	-6	0.1	15	-0.5

Grouped by structure: the compounds so far containing a Cl atom (9)
entry	Compound	TEAD-YAP block	FBW7 activator	MITF inh	GPR151 activ
2	N#Cc1c(-c2ccccc2Cl)c(C#N)c2nc3ccccc3n2c1N	30	0.3	20	-1.1
4	CC(C)OC(=O)CSC1=C(C#N)C(c2ccccc2Cl)CC(=O)N1 (centres undefined)	7	-0.1	3	1.7
9	Cc1ccc(/C=C/C(=O)Nc2ncc(Cc3cccc(Cl)c3)s2)cc1	-9	0.2	-3	0.0
23	O=C(c1cccc(Cl)c1)N1CCN(c2nc3ccccc3s2)CC1	9	0.2	6	-0.6
24	O=C(c1ccc([N+](=O)[O-])cc1Cl)N1CCN(Cc2ccccc2)CC1	7	-0.1	-3	-0.2
29	CCC(=O)N(CCOC)Cc1cc2cc(C)c(C)cc2nc1Cl	5	0.1	7	1.0
31	Cc1[nH]n(-c2cccc(Cl)c2)c(=O)c1C=Nc1cc([N+](=O)[O-])ccc1Cl	0	-0.1	-2	0.0
33	Oc1oc(-c2ccc(Br)cc2)nc1C=Nc1ccccc1Cl	-2	0.0	-1	-0.4
34	O=C(Cc1ccc([N+](=O)[O-])cc1)Nc1cccc(Cl)c1	-4	-0.1	13	-0.5

Continuation:
entry	Compound	TEAD-YAP block	FBW7 activator	MITF inh	GPR151 activ
41	Cc1ccc(S(=O)(=O)N2CCN(c3cc(C)c([N+](=O)[O-])cc3F)CC2)cc1	-4	-0.4	-4	0.6
42	COC(=O)c1ccccc1NC(=O)NC(C)C12CC3CC(CC(C3)C1)C2 (centres undefined)	-3	0.0	-1	0.1
43	COc1ccc(Cl)cc1NC(=O)CSc1c[nH]c2ccccc12	1	0.2	6	-0.4
44	COc1cccc(CNC(=O)CCSCc2ccccc2Cl)c1	-3	0.0	11	0.9
45	C[C@H]1NC(=O)[C@@H]2C[C@H](NCc3ccccc3)CN2C1=O	-1	0.1	15	1.5
46	COc1cc(/C=C2\N=C(c3cccc(F)c3)OC2=O)cc(OC)c1OC	4	0.0	9	-0.3
47	N#Cc1cc(C#N)c(SCC(=O)Nc2ccc(Cl)cc2)nc1N	8	0.0	2	1.2
48	Cc1nn(CC(=O)NCCCN2CCCCC2C)c(=O)c2cc3sccc3n12 (centres undefined)	1	-0.1	-3	0.7
49	NC(=O)c1ccc(-c2ncc(C(=O)NC3CC3)s2)cc1	-11	0.2	6	-2.1
50	COc1ccc(C/C(N)=N/OC(=O)c2ccc(C)cc2Cl)cc1	-11	0.0	2	0.5
51	Fc1ccccc1COc1cccc(/C=N/c2ncn[nH]2)c1	-36	0.1	6	-4.6
52	CSc1ccc(/C=C2N=C(/C=C/c3ccc(Cl)cc3)OC/2=O)cc1	19	-0.2	-10	-1.2
53	COc1cc(C(=O)OC(Cc2c(C)c3ccc(OC)c(OC)c3oc2=O)CN2CCOCC2)cc(OC)c1OC (centres undefined)	-7	0.2	14	0.0
54	Cc1ccc(C(=O)CCC(=O)OCC(=O)NNC(=O)c2cccs2)cc1	-8	-0.2	-16	-0.8
55	CCCCCCNC(=O)c1ccccc1C	-61	0.0	-13	-0.5
56	CCOC(=O)N1CCN(S(=O)(=O)c2ccc(C(=O)Nc3ccc(Br)cc3C(=O)c3ccccc3)cc2)CC1	-2	0.0	0	0.4
57	CCC(C)C(NCc1cccc(Br)c1)C(=O)O (centres undefined)	-1	0.8	-38	-0.8
58	O=C(Nc1ccc(F)cc1)C1CC2CCC1C2 (centres undefined)	-1	-0.1	-7	0.3
59	COc1ccccc1N1CCN(C(=O)c2sc3ncn(C)c(=O)c3c2C)CC1	0	-0.1	14	1.4
60	CCCC(=O)Nc1c2c(nn1-c1ccc([N+](=O)[O-])cc1)CSC2	-8	0.4	6	0.2
61	CC1(C)CC(=O)C2=C(C1)OC1=C(C(=O)CC(C)(C)C1)C2c1cccc([N+](=O)[O-])c1	0	0.0	-1	-0.5
62	O=C(O)c1ccc(N2C(=O)c3cccnc3C2=O)cc1	8	-0.9	40	-0.5
63	CC(C)C(NC(=O)c1ccc(F)cc1)C(=O)NNC(=O)Cc1nc2ccccc2n1C (centres undefined)	5	-0.5	5	0.3
64	COCC(C)NC(=O)c1cc2nc(-c3ccco3)cc(C(F)(F)F)n2n1 (centres undefined)	-2	0.1	-6	0.3
65	c1ccc(CC2CNc3ccccc3CN2)cc1 (centres undefined)	5	-0.3	5	1.6
66	O=C(/C=C/c1ccc(Cl)cc1Cl)Nc1cc2cc(Br)ccc2oc1=O	-5	0.1	-2	0.2
67	CCN1CN=C(Nc2nc(C)c3cc(C)ccc3n2)NC1	-3	0.0	-6	0.5
68	COc1cccc(NC(=O)Nc2ccc(-c3cn4c(C)c(C)nnc4n3)cc2)c1	-2	1.9*	-2	-2.6
69	N#CCC(=O)NCc1ccc(Cl)cc1	6	0.1	5	-0.2
70	Cc1ccc2c(c1)c1c(n2CN2CCCCC2)C(=O)CCC1	-8	-0.1	19	-1.0
71	C=CCn1c(N2CCC(C(=O)NCCN(CC)CC)CC2)nc2ccccc21	4	-0.1	-4	0.7
72	COc1ccc(NC(=O)C2CC(=O)N(c3ccc(OC)cc3)C2)cc1 (centres undefined)	12	0.7	11	0.5
73	CC(C)(C)c1ccc(-c2noc(CCC(=O)N3CCCCC3)n2)cc1	-4	-0.1	-1	1.3
74	CCCCCCn1c(Br)nc2c1c(=O)n(C)c(=O)n2C	5	-0.1	0	-0.1
75	O=C1CCCN1CCCNC(=S)Nc1ccccc1Cl	8	-0.1	-10	-1.0
76	COc1ccc(CN2CCN(C(=O)c3ccccc3)CC2)c(OC)c1OC	-6	0.0	25	0.3
77	O=C(Nc1ccc(-c2cscn2)cc1)C1CCCN(Cc2ccccc2)C1 (centres undefined)	3	-0.1	-2	-1.1
78	CCOc1ccc2oc(C)c(C(=O)OC)c2c1	-5	0.0	-6	-1.1
79	COc1ccc(Cl)cc1NC(=O)c1nn2cccnc2c1Cl	0	0.0	0	-1.0
80	COC(=O)c1ccc(CSC2=NN3CCS(=O)(=O)N=C3S2)cc1	1	-0.1	-6	-0.2
81	CCOC(=O)c1ccc(NS(=O)(=O)c2ccc(OC)c(C)c2C)cc1	9	0.1	-3	2.0
82	COc1ccc(NC(=O)C(=O)NCC2CCCCC2)cc1OC	3	0.0	-2	-0.1
83	Cn1c(=O)c2c(NC(=O)c3ccco3)ccnc2n(C)c1=O	-9	0.1	-8	-2.5
84	Cc1ccc(S(=O)(=O)N2CCN3C(=O)[C@H](C)NC(=O)[C@H]3C2)cc1	6	-0.2	-1	1.4
85	CCn1c(COc2ccccc2C)nnc1SCC(=O)NC(C)(C)C	1	0.0	7	0.2
86	COc1ccc(-c2nc(CSCC(=O)NC3CCC(C)CC3)c(C)o2)cc1OC (centres undefined)	9	-0.2	8	-0.5
87	COc1ccc(N(CC(N)=O)S(=O)(=O)c2ccc(C)cc2)cc1Cl	8	0.1	5	1.0
88	O=C(CN1CCN(Cc2ccc(F)cc2)CC1)Nc1ccccc1Cl	-7	-0.1	4	1.2
89	CCOc1ccc(C(=O)Nc2ccc(-c3nn4c(CC)nnc4s3)cc2)cc1[N+](=O)[O-]	-3	-0.1	5	0.2
90	COc1ccc(CCNc2ncnc3c2nc(-c2ccc(OC)nc2)n3C(C)C)cc1	1	0.3	20	0.6
91	COc1cccc(CSC2=C(C#N)[C@H](c3ccccc3[N+](=O)[O-])C(C(C)=O)=C(C)N2)c1	-8	-0.1	14	-0.3
92	COCCNc1nc(-c2ccc(C)cc2)ccc1C(=O)N1CCN(C)CC1	-12	-0.1	4	-0.7
93	CCCC(=O)Nc1sc2c(c1C#N)CCN(C(C)=O)C2	16	0.1	1	0.6
94	O=C(NCc1ccccc1)C1CCN(c2nnnn2-c2ccccc2)CC1	0	0.0	-9	-0.3
95	COc1cc(OC)nc(C(c2ccccc2)N2CCCCC2)n1 (centres undefined)	-7	0.1	-3	-1.1
96	COc1ccc(CN2CCc3nnc(C(C)NC(=O)C4CC4)n3CC2)cc1 (centres undefined)	3	0.0	8	1.3
97	CN1CCC(N(C)Cc2cccc(OCC3CCCN(C(=O)c4cnsn4)C3)c2)CC1 (centres undefined)	6	0.1	5	-0.6
98	C=CCNC(=S)N(Cc1ccccc1F)C1CCS(=O)(=O)C1 (centres undefined)	11	0.1	9	-0.3
99	COc1ccc(C2C(C(=O)N3CCN(CC4COc5ccccc5O4)CC3)CCC(=O)N2c2ccc(OC)cc2)cc1 (centres undefined)	13	-0.1	12	-0.7
100	CCOC(=O)c1[nH]ncc1CN1CCCC(N(C)CCc2ccc(OC)c(OC)c2)C1 (centres undefined)	2	0.1	15	-0.1
101	CC1CN(c2nc3c(c(=O)[nH]2)CCN(Cc2ccc(N(C)C)cc2)C3)CC(C)O1 (centres undefined)	3	0.1	16	0.6
